# Compound activity from PubChem BioAssay.
# RBBP9 inh: human RBBP9 inhibitors, primary screen, biochemical, fluorescence polarization, FP-Rh probe, HTS; inhibition, % at 7.94 µM; 220,000 compounds, 0.2% hits; AID 1515, 2009; recombinant RBBP9;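 active means inhibition above the campaign mean of all tested compounds plus 3 SD, cut at about 14% in these data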;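 further: plate controls were DMSO wells with RBBP9 for no effect and wells lacking RBBP9 protein for full effect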
# Target sequence (O75884 whole entry, looked up): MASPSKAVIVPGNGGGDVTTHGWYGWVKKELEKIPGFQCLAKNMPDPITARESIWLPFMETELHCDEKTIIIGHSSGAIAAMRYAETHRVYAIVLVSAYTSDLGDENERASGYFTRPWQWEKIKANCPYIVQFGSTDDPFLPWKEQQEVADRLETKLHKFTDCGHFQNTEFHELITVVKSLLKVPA
#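 Measured by: FP readout at 525/598 nm; material: recombinant human RBBP9; also added: Serine-hydrolase probe FP-Rh, 375 nM pre-mixing; medium: Tris buffer pH 8.0, NaCl, Pluronic; replication: one well per compound; doses: one concentration, 7.94 µM nominal, 0.794% DMSO; timing: preincubation 30 min plus labeling 45 min at 25 °C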
# BaF3 parental: parental Ba/F3 cell viability inhibition, counter-screen for JAK2V617F inhibitor project, murine pro-B, CellTiter-Glo luminescence | CellTiter-Glo ATP luminescence | AID 1486, 2009 | inhibition, % at 5.6 µM | 220,000 compounds, 1.1% hits;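 active means inhibition above a per-campaign cutoff, the mean inhibition of all tested compounds plus 3 SD, cut at about 27% in these data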;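 further: 0% = DMSO wells and 100% = JAK Inhibitor I control wells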
# TRPML3 agonist: human TRPML3 channel agonists, primary screen, cell-based, HEK293 TRPML3-YFP, Fluo-8 calcium fluorescence, 3 µM; 100% = the carbachol control signal; activation, % at 3 µM; Mucolipin-3 (Homo sapiens), Q8TDD5; 220,000 compounds, 0.29% hits;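 active means activation above its plate's cutoff, the mean activation of the plate's test wells plus 3 SD, cut at about 12% in these data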;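 further: 0% = DMSO only wells and 100% = carbachol wells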
#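 system = HEK293 cells stably carrying human TRPML3-YFP | doses = one concentration, 3 µM nominal, 0.3% DMSO | timing = dye loading 1 h 37 °C then 30 min ambient, 125 s read | detection = Fluo-8 calcium dye fluorescence, ex 470-495, em 515-575 nm | benchmarks = high control carbachol 87 µM, low control DMSO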
# CHOP inh: inhibitors of CHOP promoter induction, primary screen, cell-based, unfolded protein response, luciferase reporter | inhibition, % at 10 µM | CHO-K1 CHOP-promoter luciferase, tunicamycin-induced, 15-18 h | 220,000 compounds, 3.8% hits | AID 2732, 2010;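 active means compounds that reduced the stress-induced luciferase reporter signal by more than about 70% of percent inhibition, limit read from the data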;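 further: 0% = tunicamycin plus vehicle and 100% = wells without tunicamycin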
# Wee1 stabilizer: Wee1 degradation inhibitors, primary screen, cell-based, HeLa, Wee1K328M-luciferase, luminescence; reporter increase, % at 5 µM; AID 1321, 2008; 220,000 compounds, 1.2% hits; HeLa Luc-Wee1K328M stability; 100% = proteasome inhibitor MG132 effect;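 active means activation above the mean of all tested compounds plus 3 SD, set per screening run, cut at about 8.8% in these data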;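 further: cells exposed to compound for 20 h before luminescence read; 0% = DMSO alone and 100% = MG132 at 30 µM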
# Target sequence (P30291 whole entry K328M): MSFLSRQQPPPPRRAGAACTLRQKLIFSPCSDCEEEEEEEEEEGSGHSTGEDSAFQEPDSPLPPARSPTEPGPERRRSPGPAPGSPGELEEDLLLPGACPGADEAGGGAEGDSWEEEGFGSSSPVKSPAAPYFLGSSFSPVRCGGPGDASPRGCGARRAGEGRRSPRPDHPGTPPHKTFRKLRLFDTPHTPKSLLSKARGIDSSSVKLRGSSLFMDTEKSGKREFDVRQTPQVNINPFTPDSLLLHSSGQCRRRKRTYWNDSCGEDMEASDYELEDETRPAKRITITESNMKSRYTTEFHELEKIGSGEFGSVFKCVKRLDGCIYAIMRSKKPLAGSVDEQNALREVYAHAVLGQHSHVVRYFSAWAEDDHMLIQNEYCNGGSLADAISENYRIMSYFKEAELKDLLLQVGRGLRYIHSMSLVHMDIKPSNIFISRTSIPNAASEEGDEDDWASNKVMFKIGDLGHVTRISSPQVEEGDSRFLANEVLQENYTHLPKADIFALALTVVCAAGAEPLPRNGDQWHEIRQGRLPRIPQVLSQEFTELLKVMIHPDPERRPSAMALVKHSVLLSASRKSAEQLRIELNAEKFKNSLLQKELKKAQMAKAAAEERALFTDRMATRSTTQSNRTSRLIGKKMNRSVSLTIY
# PPC-1+TRAIL kill: compounds killing PPC-1 cancer cells with TRAIL present, primary screen, TRAIL potentiator project, ATPLite luminescence, uHTS; PPC-1 cells + TRAIL, ATPLite viability luminescence; cell killing (% activity), % at 4 µM; 220,000 compounds, 0.41% hits;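 active means cell killing above 50% in the first pass at 4 µM, then a duplicate retest at 5 µM averaging 50% or more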;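 further: plate controls were cells with TRAIL plus DMSO for no effect and medium-only wells lacking cells for full effect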
# TRPN1 ag: zebrafish TRPN1 channel agonists, primary screen, cell-based, HEK293, calcium fluorescence; transient receptor potential cation channel N1 (TRPN1/NompC), Danio rerio; 220,000 compounds, 0.18% hits; activation, % at 3 µM; HEK293 zebrafish TRPN1-YFP, Fluo-8 calcium fluorescence; 100% = response to 87 µM carbachol; AID 1424, 2008;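 active means activation above its plate's cutoff, the mean activation of test wells on that plate plus 3 SD, cut at about 19% in these data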;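 further: 0% = DMSO alone and 100% = 87 µM carbachol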
#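 Assay system: Zebrafish TRPN1-YFP in HEK293 cells | Incubation: Dye loading 1 h at 37 °C, then 30 min room temperature | Measured by: Kinetic Fluo-8 fluorescence, ex 470-495, em 515-575 nm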
# Ba/F3 V617F tox: reduced viability of JAK2V617F-dependent Ba/F3 cells, primary screen, JAK2V617F inhibitor project, cell-based, Ba/F3 EpoR-JAK2V617F, luminescence. ATP luminescence. AID 1446, 2008. 220,000 compounds, 1.1% hits. inhibition, % at 5.6 µM;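 active means inhibition above the campaign mean plus 3 SD over all tested compounds, cut at about 24% in these data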;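 further: cytokine-independent growth of Ba/F3 cells driven by EpoR plus mutant JAK2; 0% = DMSO-treated cells and 100% = JAK inhibitor I control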
# TNF necrop inh: inhibitors of TNF-alpha triggered necroptosis, primary screen, cell-based, Jurkat FADD-/-, single concentration. 220,000 compounds, 0.068% hits. AID 463075, 2010. Jurkat FADD-/- TNF necroptosis rescue, ATP luminescence, 24 h; 0 = TNF only, 100 = no-TNF cells. activation (protection from cell death), % at 10 µM;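 active means activation, meaning protection from cell death, of at least 50% relative to plate controls; inactive means activation below 50%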;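 further: necroptosis triggered by 40 ng/mL TNF-alpha added together with compound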
# Numbers without * were called inactive; . = no result given; & = joins results of further samples. Compounds as they come. About 6.8% of those tested had a hit in this group.
SMILES,RBBP9 inh,BaF3 parental,TRPML3 agonist,CHOP inh,Wee1 stabilizer,PPC-1+TRAIL kill,TRPN1 ag,Ba/F3 V617F tox,TNF necrop inh
O=C(CN(C1CCCCC1)S(=O)(=O)c1ccccc1)NCc1ccco1,-3,0,-0.6,41,-2,15,-1.5,-2,-1.0
CC(C)n1nc(C(=O)NCc2ccc3c(c2)OCO3)c2ccccc2c1=O,-7,-1,-0.7,6,-1,9,-1.6,-3,-1.1
O=S(=O)(c1ccc(F)cc1)N1CCN(C(=S)NCc2ccccc2)CC1,-11,0,-0.4,19,-1,-10,1.9,4,1.8
COCc1ccc(CN2CCCC(CCC(=O)NCc3ccc(C)o3)C2)o1 (stereo not given),-3,4,0.9,25,4,4,-1.3,-1,1.7
CC(CCc1ccccc1)NC(=O)CN1CCN(Cc2ccc(Cl)cc2)C1=O (stereo not given),-3,8,-0.4,16,-1,20,-1.5,0,-2.6
CCC(=O)NC(=S)Nc1ccc(NC(=O)COc2ccc(Cl)c(C)c2)cc1,-1,0,0.3,8,2,9,-0.9,-5,4.2
CCCCOc1ccc(OCCNS(=O)(=O)N(C)C)cc1,-12,7,-0.7,-41,2,8,1.1,0,-2.2
CC(C)(C)n1nnnc1C(c1ccncc1)N1CCCCCC1 (stereo not given),-7,0,0.3,3,-2,10,-0.3,-4,-1.8
CCOC(=O)c1cc(C#N)c(Nc2ccc(C)cc2)nc1C(F)(F)F,-1,-4,0.6,-3,-3,-1,0.4,-2,1.3
O=C(C1CCN(S(=O)(=O)c2cccc3nsnc23)CC1)N1CCN(c2ccccc2F)CC1,-3,6,0.7,3,4,-6,1.3,-3,-5.2
CC(C)c1nc(NCCO)c(C#N)c2c1CCCC2,0,-3,-0.6,44,-2,11,-1.4,-2,2.6
Cc1ccc(S(=O)(=O)N(C)C)cc1NC(=S)Nc1ccc2cn[nH]c2c1,-9,4,0.5,8,-2,1,0.8,-4,0.1
CCOC(=O)c1c(C2CC2)csc1NC(=O)COC(=O)c1cc(OC)c(OC)cc1[N+](=O)[O-],-8,1,-0.1,2,0,-11,-1.0,-1,2.0
O=C(CCC(=O)N1CCN(S(=O)(=O)c2ccc(Cl)cc2)CC1)NCc1ccccc1,3,7,1.1,-1,6,10,0.8,-2,0.7
COC(=O)c1c(N(S(C)(=O)=O)S(C)(=O)=O)sc2c1CCN(c1ncc(C(F)(F)F)cc1Cl)C2,-3,4,1.1,21,-1,7,-1.0,0,2.1
O=C(CC1S/C(=N/N=C/c2cccs2)NC1=O)Nc1ccccc1F (stereo not given),-5,7,0.5,10,5,-3,0.5,0,1.1
O=C(NCc1ccccc1)c1ccc(S(=O)(=O)C(F)F)cc1,8,-2,1.0,10,-2,24,-1.0,-5,1.5
Cc1cc(C)cc(NC(=O)NN2C(C)CCCC2C)c1 (stereo not given),-6,5,-1.1,18,4,17,-0.8,1,3.8
COCCNC(=S)Nc1ccc2nsnc2c1,2,4,0.5,25,-1,26,-0.7,-1,0.4
O=C(CSc1ccc(-c2ccc(Cl)cc2)nn1)N1CCCc2ccccc21,-9,2,-0.8,56,-4,9,-2.8,-2,0.8
CCOC(=O)C(=Cc1cn(C)c2ccc(S(=O)(=O)N(C)C)cc12)C(=O)OCC,-6,5,0.0,-58,0,5,-1.3,-2,1.8
CCOC(=O)C1(CC2CC2)CCN(Cc2cnc(N(C)C)s2)CC1,-2,0,0.4,3,-5,14,1.4,-1,2.5
COc1ccccc1CCNS(=O)(=O)c1cn(C)c(=O)n(C)c1=O,7,-3,0.9,-10,-2,15,0.9,0,4.3
CC(N=C1NS(=O)(=O)c2ccccc21)C(=O)N1CCc2ccccc2C1 (stereo not given),-10,4,0.8,15,0,0,1.8,2,0.7
Cc1cc(C)c2nc(NC(=O)c3cc(C)on3)sc2c1,-4,5,-0.2,27,-1,19,-0.9,2,-0.9
Cc1nc2c(C)cccc2cc1C(=O)N/N=C/c1ccc(C(=O)O)cc1,-5,2,0.4,-3,-2,2,1.0,0,1.6
O=C(Cn1cnc2ccc(Cl)cc2c1=O)c1cccs1,2,3,-1.1,8,-3,-10,0.6,-3,67*
Cc1noc(C)c1COC(=O)Cc1ccc(Cl)cc1,-11,5,-0.2,16,-1,14,-0.6,1,-3.4
O=C(NC1CCCCCC1)c1cc(-c2ccccn2)nc2ccccc12,-16,1,-0.5,8,-3,30,-1.1,4,2.8
COc1cc(C(=O)Nc2c(C)cc(C)cc2C)c([N+](=O)[O-])cc1OC,-8,2,-0.7,-1,-1,0,-1.1,-2,0.9
CC(C)(C)[C@]1(O)CCN2C[C@H]3c4ccccc4CCc4cccc(c43)[C@@H]2C1,1,14,25*,-3&4&47,0,12,-2.8,-3,-0.2
CCOC(=O)/C(=N\Nc1cc(C(F)(F)F)ccc1Cl)N(CC)CC,-7,2,0.5,8,0,-4,-1.0,-1,0.6
C=CCN1C(=O)C(CC(=O)Nc2ccc(OCCC)cc2)N(CCCN2CCN(Cc3ccccc3)CC2)C1=S (stereo not given),-10,7,0.0,94*,-5,27,-1.5,5,0.3
O=C(O)Cn1cnc2sc3c(c2c1=O)CCCC3,-7,1,0.6,-4,-1,-5,0.2,-6,0.8
O=C(COC(=O)C1(c2ccc(F)cc2)CCCC1)Nc1ncc(C(F)(F)F)cc1Cl,0,4,2.4,6,1,2,0.0,-1,1.1
Fc1ccc(NC(=S)N2CCCC2)cc1Cl,-1,3,0.1,7,0,21,0.6,-1,0.8
CN(C)CC(O)CN1C(=O)N(CN2C(=O)N(CC(O)CN(C)C)C(=O)C2(C)C)C(C)(C)C1=O (stereo not given),3,4,1.1,6,2,5,1.2,-2,0.1
CCC(=O)N1CCc2cc(S(=O)(=O)NCCCN3CCN(Cc4ccccc4)CC3)ccc21,3,2,-1.0,24,0,31,-0.9,-3,-3.5
Oc1ccccc1C(=S)N1CCCCC1,1,5,1.1,2,0,3,3.0,1,1.5
Cc1[nH][nH]c(=O)c1N=Nc1ccc(Cl)cc1,-7,2,0.0,25,0,16,-1.5,-1,-0.1
CCc1nnc(NC(=O)c2ccncc2)s1,-5,5,1.1,10,2,18,1.1,3,2.2
COc1ccc(CCNC(=O)CN2C(=O)c3ccccc3S2(=O)=O)cc1OC,-3,1,0.3,2,-2,6,1.5,-1,-1.4
CC(C)(C)C(=O)NC(=S)Nc1ccc(C(F)(F)F)cc1,6,-1,0.4,31,-2,4,-1.0,-5,8.5
CC12C(=O)N(c3nccs3)C(=O)C1C1C=CC2C1 (stereo not given),-5,5,0.5,-6,0,-8,-0.6,-1,-0.8
O=C(O)CCC(=O)Nc1sc2c(c1C(=O)Nc1ccccc1)CCCCC2,3,2,4.3,-8,0,0,6.8,-3,1.0
COc1ccc(Cn2nnnc2C(c2cccnc2)N2CCN(c3ccc(O)cc3)CC2)cc1 (stereo not given),5,12,-1.2,13,-1,-2,0.9,11,-3.0
COc1ccc(N=c2oc3c(OC)cccc3cc2C(=O)NCc2ccco2)cc1OC,-3,1,0.6,-33,2,14,-1.0,-2,-5.5
O=C(C[n+]1cc(-c2ccc(Cl)cc2)n2c1CCC2)N1c2ccccc2Sc2ccccc21,2,10,-0.1,11,4,2,-1.2,6,2.5
O=C(O)c1ccc(NS(=O)(=O)c2ccc3c(c2)C(=O)c2cc(S(=O)(=O)Nc4ccc(C(=O)O)cc4)ccc2-3)cc1,-13,9,0.7,-38,2,20,1.1,-1,0.9
S=c1[nH]nc(-c2cc(-c3ccco3)[nH]n2)n1-c1ccccc1,-12,2,0.0,16,-3,12,-1.2,-3,-1.1

# Entries of single compounds, looked up by structure.
# Profile of CC12C(=O)N(c3nccs3)C(=O)C1C1C=CC2C1 (stereo not given) = RBBP9 inh = -5; BaF3 parental = 5; TRPML3 agonist = 0.5; CHOP inh = -6; Wee1 stabilizer = 0; PPC-1+TRAIL kill = -8; TRPN1 ag = -0.6; Ba/F3 V617F tox = -1; TNF necrop inh = -0.8
# Profile of O=C(O)c1ccc(NS(=O)(=O)c2ccc3c(c2)C(=O)c2cc(S(=O)(=O)Nc4ccc(C(=O)O)cc4)ccc2-3)cc1 = RBBP9 inh = -13; BaF3 parental = 9; TRPML3 agonist = 0.7; CHOP inh = -38; Wee1 stabilizer = 2; PPC-1+TRAIL kill = 20; TRPN1 ag = 1.1; Ba/F3 V617F tox = -1; TNF necrop inh = 0.9

# The listing continues.
SMILES,RBBP9 inh,BaF3 parental,TRPML3 agonist,CHOP inh,Wee1 stabilizer,PPC-1+TRAIL kill,TRPN1 ag,Ba/F3 V617F tox,TNF necrop inh
CC(NS(C)(=O)=O)C(c1cccs1)N1CCN(c2ccccc2F)CC1 (stereo not given),-8,-2,0.2,39,-3,.,1.3,0,-1.4
COc1nc(-c2ccccc2)ccc1-c1noc(-c2ccco2)n1,-2,-1,1.5,11,8,-14,1.6,-1,0.1
CCOC(=O)CC(=O)CSc1nc2ccc(OC)cc2cc1C,-7,8,-1.3,50,-1,-9,-3.3,1,-1.0
COc1ccc(NC(=O)Nc2nnc(-c3ccccc3F)s2)cc1,-5,8,-0.5,-21,0,2,1.7,3,0.1
COc1cc(-c2nc(S(=O)(=O)c3ccccc3)c(N3CCOCC3)o2)cc(OC)c1OC,1,4,0.0,-13,4,2,0.6,-4,-3.4
O=C(Nc1ccc(C(=O)N2CCOCC2)cc1)c1cc(-c2cccnc2)nc2ccc(Cl)cc12,-2,6,1.6,39,0,16,5.2,2,-0.9
CCc1nnc(NC(=O)c2ccc3c(c2)C(=O)N(CC)C3=O)s1,-6,2,0.6,-11,-1,.,1.7,-6,-0.8
O=C(NCCCn1ccnc1)c1ccc(N2CCCCC2)c([N+](=O)[O-])c1,-8,5,0.5,19,-2,6,-1.4,0,-1.8
CCCC(=O)Nc1nnc(CCOC)s1,-7,3,0.0,35,2,36,-0.4,-1,0.6
CCCC(=O)NC1C2CC3CC(C2)CC1C3 (stereo not given),-4,-1,0.7,-13,-2,16,-0.4,-2,-0.1
NC(=O)c1c(NC(=O)CSc2nnc(-c3ccco3)n2N)sc2c1CCCC2,-2,0,0.7,22,2,-4,-0.9,-6,-0.9
O=C1N(Cc2cccc(Cl)c2)C[C@@H]2C[C@@H](c3c[nH]c4ccccc34)N3CCC[C@@]123,-17,6,1.3,13,0,3,2.1,4,-0.2
